# PfHsp90 set2: growth inhibition of PfHsp90-expressing yeast, primary screen, antimalarial PfHsp90 inhibitor project, S. cerevisiae, BacTiter-Glo luminescence, single point, set 2 | inhibition, % at 9.4 µM | BacTiter-Glo ATP, 48 h; yeast lacking PDR1 and PDR3 efflux regulators | 310,000 compounds, 0.32% hits;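 active = every replicate shows inhibition above about 80%, whatever the replicate mean, limit read from the data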;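 also: 0% = DMSO neutral controls and 100% = 20 µM radicicol positive controls; yeast relying on Plasmodium falciparum Hsp90 in place of its own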
# PvdQ inh: P. aeruginosa PvdQ acylase inhibitors, primary screen, biochemical, fluorescence, plate reader and imaging, single point; PvdQ acylase [Pseudomonas aeruginosa LESB58]; 340,000 compounds, 0.063% hits; purified PvdQ acylase; inhibition, % at 10 µM; in the data active = inhibition above about 30%, passing the limit was not always enough;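 also: 0% = vehicle neutral wells and 100% = reference inhibitor wells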
# Cardiac RTF inh: cardiac RTF calcium sensitivity inhibitors, primary screen, biochemical, IANBD-TnC fluorescence, EC70 calcium; Troponin I, cardiac muscle (Homo sapiens) + Troponin T, cardiac muscle (Homo sapiens) + …; IANBD-labeled cardiac RTF, Ca2+ fluorescence; inhibition, % at 7.15 µM; 340,000 compounds, 0.12% hits; AID 493244, 2011;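 active = inhibition above the mean inhibition of all tested compounds plus 3 SD, cut at about 17% in these data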;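 also: assay run at fixed EC70 calcium of 1.6 mM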
# C-LANA FP: inhibitors of KSHV C-LANA binding to DNA, primary screen, biochemical, fluorescence polarization, FAM-LBS DNA, MBP-C-LANA, single point | Kaposi's sarcoma herpesvirus LANA C-terminal domain (residues 932-1162) DNA binding | inhibition, % at 9 µM | 340,000 compounds, 0.078% hits;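 active = highest replicate inhibition at or above 60% at 9 µM, even if other replicates fall short; inactive = all replicates below 60% inhibition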;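 also: 0% = neutral control wells and 100% = 4 µM acridine orange control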
# cardiac RTF act: cardiac RTF calcium sensitivity activators, primary screen, biochemical, IANBD-TnC fluorescence, EC20 calcium; AID 493008, 2010; IANBD-labeled TnC RTF fluorescence at EC20 calcium; 0% EC20 calcium, 100% full calcium; Troponin I, cardiac muscle (Homo sapiens) + Troponin T, cardiac muscle (Homo sapiens) + …; 340,000 compounds, 0.24% hits; activation, % at 7.2 µM;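 active = activation above the mean over all tested compounds plus 3 SD, cut at about 30% in these data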;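 also: rise in fluorescence read as greater calcium sensitivity of cardiac thin filaments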
# CDK5 inh: inhibitors of human CDK5/p35 kinase, primary screen, biochemical, single concentration | Cyclin-dependent kinase 5 (Homo sapiens) + Cyclin-dependent kinase 5 activator 1 (Homo … | Recombinant CDK5/p35, ADP-Glo luminescence, 60 min | inhibition, % at 10 µM | 330,000 compounds, 0.01% hits;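 active = highest replicate inhibition of at least 50% and at least 75% of replicates reaching 50%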;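 also: plate controls were DMSO neutral control for no effect and GW8510 at 10 µM for full effect; many of its hits are not listed in these tables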
# Target sequence (Q00535 whole entry, looked up): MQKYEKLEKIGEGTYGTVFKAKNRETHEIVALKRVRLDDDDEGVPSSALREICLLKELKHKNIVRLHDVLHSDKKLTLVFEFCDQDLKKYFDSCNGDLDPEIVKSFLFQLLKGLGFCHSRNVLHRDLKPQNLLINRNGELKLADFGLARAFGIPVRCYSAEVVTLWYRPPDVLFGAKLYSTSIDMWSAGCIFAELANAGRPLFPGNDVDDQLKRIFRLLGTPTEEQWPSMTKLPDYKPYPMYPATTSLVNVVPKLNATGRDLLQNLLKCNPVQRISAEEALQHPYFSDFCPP
# Target sequence (Q15078 whole entry, looked up): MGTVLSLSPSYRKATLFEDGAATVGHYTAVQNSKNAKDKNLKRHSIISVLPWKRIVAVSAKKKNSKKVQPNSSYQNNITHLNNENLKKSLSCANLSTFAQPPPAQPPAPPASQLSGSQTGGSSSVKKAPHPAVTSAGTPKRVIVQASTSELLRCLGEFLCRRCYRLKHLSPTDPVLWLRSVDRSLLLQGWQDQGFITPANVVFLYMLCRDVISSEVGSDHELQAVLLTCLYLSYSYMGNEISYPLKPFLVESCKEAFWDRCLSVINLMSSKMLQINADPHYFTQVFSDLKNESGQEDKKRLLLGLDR
# Rtt109 HAT inh: inhibitors of C. albicans Rtt109/Vps75 HAT, primary screen, biochemical, ThioGlo CoA-SH fluorescence, plate reader | Histone acetyltransferase RTT109 (Candida albicans (strain SC5314 / ATCC MYA-2876)), … | purified Rtt109/Vps75, 4 h | inhibition, % at 34.9 µM | 330,000 compounds, 0.16% hits | AID 540336, 2011;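 active = inhibition of at least 50% in every replicate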
# Keap1-Nrf2 PPI: Keap1-Nrf2 protein-protein interaction inhibitors, primary screen, biochemical, fluorescence polarization, single point; Kelch-like ECH-associated protein 1 (Homo sapiens), Q14145; 340,000 compounds, 0.15% hits; Keap1 Kelch-Nrf2 peptide fluorescence polarization, 1536-well; inhibition, % at 9.4 µM; in the data active = inhibition above about 12%;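 also: human Keap1 Kelch domain with fluorescein labeled Nrf2 9mer peptide probe; 0% = neutral control wells and 100% = peptide positive control; higher means more block of Keap1 binding to Nrf2 peptide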
# dFosB activator: activators of delta FosB homodimer, primary screen, biochemical, fluorescence polarization, TAMRA-CDK5 oligo, single point | Protein FosB (Mus musculus), P13346 | purified delta FosB; percent of positive-control signal above neutral wells | activation, % at 25 µM | 340,000 compounds, 0.99% hits;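 active = mean activation above about 17%, with every replicate also reaching it, limit read from the data, passing the limit was not always enough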;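 also: fluorescence polarization rise as delta FosB binds a TAMRA Cdk5 AP-1 oligo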
# Target sequence (P13346 whole entry, looked up): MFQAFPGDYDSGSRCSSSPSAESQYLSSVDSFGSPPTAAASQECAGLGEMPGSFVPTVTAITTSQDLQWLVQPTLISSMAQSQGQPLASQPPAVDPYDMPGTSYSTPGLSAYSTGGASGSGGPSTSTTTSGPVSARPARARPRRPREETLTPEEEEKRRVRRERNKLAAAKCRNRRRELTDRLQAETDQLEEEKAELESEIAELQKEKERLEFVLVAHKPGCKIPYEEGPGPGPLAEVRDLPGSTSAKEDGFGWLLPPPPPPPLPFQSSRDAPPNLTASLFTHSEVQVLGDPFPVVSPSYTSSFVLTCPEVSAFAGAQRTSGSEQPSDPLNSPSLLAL
# NSD2 HMT inh: NSD2 histone methyltransferase inhibitors, primary screen, biochemical, AlphaScreen, single concentration, set 2; 310,000 compounds, 0.54% hits; inhibition, % at 12.5 µM; Histone-lysine N-methyltransferase NSD2 (Homo sapiens), O96028; AID 743445, 2014; NSD2 peptide methylation, 120 min; in the data active = inhibition above about 50%
# Mot1-301 SUMO: yeast Mot1-301 growth rescue at high temperature, primary screen, SUMOylation pathway inhibitor project, S. cerevisiae, ATP luminescence, 38.5C; 320,000 compounds, 1% hits; S. cerevisiae Mot1-301 growth rescue; percent above DMSO median, 100 means doubled; growth rescue, % at 18.8 µM;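 active = every valid replicate shows activation above 250% relative to neutral control wells; inactive = the rest, any valid replicate at or below 250%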;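 also: OY570 slx delta 5 strain wells were the positive control but not used for scaling; some compounds called inactive have numbers as strong as hits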
# An asterisk follows results filed as active; . = no result given. No enrichment for hits. Share with any hit: about 3.2%.
structure,PfHsp90 set2,PvdQ inh,Cardiac RTF inh,C-LANA FP,cardiac RTF act,CDK5 inh,Rtt109 HAT inh,Keap1-Nrf2 PPI,dFosB activator,NSD2 HMT inh,Mot1-301 SUMO
COc1cccc(Nc2nc(N)nc(C(F)(F)F)n2)c1,.,4,1,1.0,0,1.3,0,2,-7,0,-3
O=C(COC(=O)c1ccc2c(c1)OCO2)Nc1ncc(Cl)cc1Cl,15,-10,-1,-0.4,-1,-4.0,.,0,-8,1,-17
CCc1cc2ccc(C)c(C)c2nc1SCC(=O)NNC(=O)c1ccco1,1,-14,-2,-0.2,-3,0.3,16,-1,28*,12,-5
O=C(c1cc(Cl)nc2ccccc12)N(Cc1nnc(-c2ccc(Cl)cc2)o1)C1CC1,-121,-8,-18,2.0,-6,-1.0,4,-4,-7,-1,4
COc1ccc(-n2nnc3c(SC(C(C)=O)C(=O)N(C)C)ncnc32)cc1 (centres undefined),12,-4,-2,-0.4,-5,.,4,-4,-2,0,-6
O=[N+]([O-])c1ccc(/C=N\N2CCN(c3ccc(Cl)cc3)CC2)cc1,-2,-16,-1,-1.6,1,1.7,-3,0,0,5,46
CCS(=O)(=O)N1N=C(c2cccs2)CC1c1cc2cc(C)ccc2nc1Cl (centres undefined),-29,-5,-12,0.1,6,-0.4,1,-10,-3,-1,-7
CC(C)(C)c1ccc(C(=O)O)c(C(=O)c2ccc(C(=O)O)cc2)c1,-9,1,-2,-0.6,1,2.2,-3,2,-1,-1,62
Cc1cc(N2CCOCC2)nc(NCc2ccccc2)n1,4,-6,1,2.0,-5,-1.9,.,4,4,-2,43
Cc1nn(CCO)c2ncc(C(=O)c3cc(Cl)ccc3O)cc12,7,-11,4,-1.1,-1,0.4,-11,3,1,26,65
CCc1noc(C)c1C(=O)NC1CC(C)(C)Cc2c1cnn2-c1ccccc1 (centres undefined),.,-1,0,-0.8,0,-1.0,9,6,-13,-1,-3
O=S(=O)(c1ccccc1)N(CC(O)CN1CCOCC1)c1ccccc1 (centres undefined),11,2,-2,-1.2,4,-0.1,-5,2,-2,2,-16
O=C(O)Cc1ccc(-c2ccccc2)cc1,-1,-9,4,0.8,2,-0.9,3,-2,1,.,403*
COc1ccc(OC)c(NC(=O)C2CCN(S(=O)(=O)c3cccs3)CC2)c1,.,8,-6,3.6,2,-2.1,10,-4,-3,0,-2
Cc1ccccc1-n1nnnc1SCC(N)=O,6,4,5,-1.0,2,0.5,30,0,-7,-2,-12
CCN(c1ccccc1)S(=O)(=O)c1ccc(OCC(=O)Nc2cc(C)on2)cc1,-3,-15,5,-1.4,2,-0.9,-4,1,1,-1,-20
CC(=O)c1ccc(NC(=O)Nc2ccc(S(=O)(=O)N3CCCC3)cc2)cc1,15,15,0,0.8,0,-1.7,-15,2,-16,1,-2
O=C(NCCc1ccncc1)Nc1ccc(F)cc1,-2,-1,-14,0.0,4,0.1,0,-2,-1,-1,128
C=CCc1ccc(OCCOCCOc2ccc(C)cc2[N+](=O)[O-])c(OC)c1,23,-1,5,3.3,0,-1.5,0,0,-5,1,-8
CCOC(=O)CSC1=C(C#N)C(c2ccc(OC)cc2)C2=C(CC(C)(C)CC2=O)N1 (centres undefined),3,7,-2,12,-4,1.9,.,-2,-8,4,-22
COc1ccccc1N1CCN(C(=O)CSc2nc3ccccc3[nH]2)CC1,17,-9,-3,-1.3,0,1.7,5,0,-1,4,-2
CCn1c(SCC(=O)Nc2cccc(OC)c2)nc2c(c1=O)SCC2,.,-7,-3,-0.2,1,-1.8,-6,-5,-3,1,15
O=C(CSc1nnnn1-c1ccc(Cl)cc1)NNC(=O)c1ccc([N+](=O)[O-])cc1,-31,-14,-19,0.2,6,2.4,-5,-3,-8,-1,5
O=C(Nc1ccccc1)Nc1ccc(Br)cc1F,-9,3,6,3.6,-1,-1.3,1,2,9,-1,1
CCOc1ccc(Cl)cc1/C=N/O,-13,-5,1,0.5,2,4.2,-3,4,-9,-1,-28
CC(C)c1ccc(NCCC(=O)c2cccs2)cc1,0,-11,4,2.1,-6,2.5,9,-1,-1,1,37
COc1ccc(C(=O)NC2CCCN(Cc3ccc(Cl)cc3)C2)c(OC)c1 (centres undefined),-8,-15,1,-2.5,-4,0.0,-6,-4,0,-2,-15
CCSc1ccc([C@@H]2[C@@H]3C(=O)N(CC)C(=O)[C@@H]3[C@]3(C(=O)OC)CCCN23)cc1,18,-2,-7,2.4,4,0.3,5,-5,-6,.,133
O=C(COC(=O)c1ccncc1)c1ccc(Br)cc1,-5,-9,-3,-1.4,-1,-0.6,-1,-1,3,0,-4
CCC(C)(C)NC(=O)CN(C(=O)CCC(=O)Nc1cc(C)ccn1)c1ccc2c(c1)OCCO2,12,-10,-5,-1.6,-5,1.5,-2,2,-8,-2,-6
COC(=O)c1cc(OC)c(OC)cc1NC(=S)Nc1cc(Cl)ccc1OC,-12,8,-1,0.0,0,0.3,-4,-2,-7,0,-7
O=Cc1cn(-c2ccccc2)nc1-c1ccccn1,4,13,-5,0.8,2,1.1,20,4,-12,10,-18
Cc1ccc(OCc2nnc(-c3ccc(Cl)cc3)o2)cc1,-1,11,6,0.7,0,-0.9,11,-6,0,4,-27
CC1(C(=O)NCC2CC2)C=CC2(CCCCC2)N1C(=O)c1ccccc1 (centres undefined),-18,0,-8,0.6,8,0.0,-3,0,5,.,-4
CSc1nnc(-c2sccc2OCc2ccc(C)cc2)n1C,.,-11,-6,1.1,3,0.1,.,2,0,1,-10
COc1ccc(Cn2c(=S)[nH]c3cc(C(=O)N4CCN(c5ccccc5)CC4)ccc3c2=O)cc1,-21,-11,-5,0.3,-1,1.3,-20,-1,6,1,-4
COc1ccccc1CC(=O)NNC(=O)CN(C)S(=O)(=O)c1ccc(Cl)cc1,-9,-14,-16,.,2,-1.9,.,.,1,-1,-1
CC(=O)Nc1ccc(/C(C)=N/NC(=O)CN(c2ccccc2Br)S(C)(=O)=O)cc1,-1,-5,-6,0.5,13,0.4,-3,1,2,.,-8
Cc1ccc(NC(=O)CN(C)C(=O)COC(=O)c2oc3ccccc3c2C)cc1,-42,-4,-1,0.8,-1,-0.3,6,1,-9,-2,2
CC(C)(C)OC(=O)N1CCC(NC(=O)c2ncn(Cc3ccccc3)c2C(=O)NC2CCN(C(=O)OC(C)(C)C)CC2)CC1,18,5,-5,1.3,-8,-0.7,7,2,-1,.,18
COc1cccc(CNC(=O)C2CCC(CNc3nc(=S)[nH]c4ccccc34)CC2)c1 (centres undefined),-8,1,14,-1.0,1,2.1,-9,0,37*,.,-4
Cc1cc(F)ccc1S(=O)(=O)Nc1ncnc2sccc12,9,-6,-3,0.3,4,-0.5,-4,2,1,0,6
CN(Cc1ccccn1)Cc1cn(Cc2ccccc2)nc1-c1ccc2c(c1)OCO2,28,-5,3,-1.4,1,1.1,1,-3,-1,1,-5
O=C(c1cc2n(n1)C(C(F)(F)F)CC(c1ccco1)N2)N1CCN(c2ccccn2)CC1 (centres undefined),16,-10,-3,0.8,-7,0.6,-7,-3,0,7,-1
O=C(Nc1ccc(C(=O)N2CCCC2)cc1)c1ccccc1F,5,3,-2,-1.4,10,18,-9,-3,-6,-3,-59
COc1ccc(C(=O)NC(=S)Nc2ccc(NC(=O)c3ccco3)cc2)cc1[N+](=O)[O-],-7,-7,-10,-1.2,-8,-0.1,-2,0,29*,-1,-10

# Sorted by formula weight (high to low): some entries from above.
structure,PfHsp90 set2,PvdQ inh,Cardiac RTF inh,C-LANA FP,cardiac RTF act,CDK5 inh,Rtt109 HAT inh,Keap1-Nrf2 PPI,dFosB activator,NSD2 HMT inh,Mot1-301 SUMO
CC(C)(C)OC(=O)N1CCC(NC(=O)c2ncn(Cc3ccccc3)c2C(=O)NC2CCN(C(=O)OC(C)(C)C)CC2)CC1,18,5,-5,1.3,-8,-0.7,7,2,-1,.,18
CC(=O)Nc1ccc(/C(C)=N/NC(=O)CN(c2ccccc2Br)S(C)(=O)=O)cc1,-1,-5,-6,0.5,13,0.4,-3,1,2,.,-8
COc1ccccc1CC(=O)NNC(=O)CN(C)S(=O)(=O)c1ccc(Cl)cc1,-9,-14,-16,.,2,-1.9,.,.,1,-1,-1
Cc1ccc(NC(=O)CN(C)C(=O)COC(=O)c2oc3ccccc3c2C)cc1,-42,-4,-1,0.8,-1,-0.3,6,1,-9,-2,2
CC1(C(=O)NCC2CC2)C=CC2(CCCCC2)N1C(=O)c1ccccc1 (centres undefined),-18,0,-8,0.6,8,0.0,-3,0,5,.,-4
CSc1nnc(-c2sccc2OCc2ccc(C)cc2)n1C,.,-11,-6,1.1,3,0.1,.,2,0,1,-10
Cc1cc(F)ccc1S(=O)(=O)Nc1ncnc2sccc12,9,-6,-3,0.3,4,-0.5,-4,2,1,0,6
O=C(Nc1ccc(C(=O)N2CCCC2)cc1)c1ccccc1F,5,3,-2,-1.4,10,18,-9,-3,-6,-3,-59
Cc1ccc(OCc2nnc(-c3ccc(Cl)cc3)o2)cc1,-1,11,6,0.7,0,-0.9,11,-6,0,4,-27
O=Cc1cn(-c2ccccc2)nc1-c1ccccn1,4,13,-5,0.8,2,1.1,20,4,-12,10,-18
